SUMO HTRF inh = blocks human SUMOylation mediated by UBC9. P63279. HTRF SUMOylation assay, SAE1/SAE2 + UBC9, in vitro. inhibition, % at 35 µM. 290,000 compounds, 0.36% hits. AID 2006; in the data active means inhibition above about 50%, passing the limit was not always enough; further: strong numbers were not always called active
MEKK3 PB1 HTS = modulators (inhibitors or enhancers) of MEK5 binding to human MEKK3 PB1 domain; binding response (% of control), % at 10 µM; AID 1529; 290,000 compounds, 1.4% hits; Q99759; bead-based flow cytometry, Alexa488-MEK5 binding to MEKK3; actives lie on both sides; 0 = blocked by unlabeled MEK5, 100 = vehicle;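 active means binding response more than 3 SD above or below the average of its plate-row segment, actives on both sides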;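 further: Alexa488 bead fluorescence after subtracting the streptavidin-only scavenger bead signal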
PfM18AAP inh = blocks P. falciparum M18 aspartyl aminopeptidase | 290,000 compounds, 1.2% hits | inhibition, % at 7.35 µM | AID 1822 | recombinant PfM18AAP, H-Glu-NHMec fluorogenic cleavage;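 active means inhibition above the campaign mean inhibition over all tested compounds plus 3 SD, cut at about 28% in these data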;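 further: 0% = plate median of test compound wells and 100% = 2 mM ZnCl2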
IDE cell activ = boosts human insulin-degrading enzyme activity in HEK cells; P14735; FAbeta-B cleavage, fluorescence polarization; 0% vehicle, 100% cell-free pure enzyme wells; activation, % at 5.96 µM; 340,000 compounds, 0.073% hits; AID 493087;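 active means activation above the mean of all tested compounds plus 3 SD, set per screening campaign, cut at about 17% in these data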
Target sequence (P14735 whole entry, looked up): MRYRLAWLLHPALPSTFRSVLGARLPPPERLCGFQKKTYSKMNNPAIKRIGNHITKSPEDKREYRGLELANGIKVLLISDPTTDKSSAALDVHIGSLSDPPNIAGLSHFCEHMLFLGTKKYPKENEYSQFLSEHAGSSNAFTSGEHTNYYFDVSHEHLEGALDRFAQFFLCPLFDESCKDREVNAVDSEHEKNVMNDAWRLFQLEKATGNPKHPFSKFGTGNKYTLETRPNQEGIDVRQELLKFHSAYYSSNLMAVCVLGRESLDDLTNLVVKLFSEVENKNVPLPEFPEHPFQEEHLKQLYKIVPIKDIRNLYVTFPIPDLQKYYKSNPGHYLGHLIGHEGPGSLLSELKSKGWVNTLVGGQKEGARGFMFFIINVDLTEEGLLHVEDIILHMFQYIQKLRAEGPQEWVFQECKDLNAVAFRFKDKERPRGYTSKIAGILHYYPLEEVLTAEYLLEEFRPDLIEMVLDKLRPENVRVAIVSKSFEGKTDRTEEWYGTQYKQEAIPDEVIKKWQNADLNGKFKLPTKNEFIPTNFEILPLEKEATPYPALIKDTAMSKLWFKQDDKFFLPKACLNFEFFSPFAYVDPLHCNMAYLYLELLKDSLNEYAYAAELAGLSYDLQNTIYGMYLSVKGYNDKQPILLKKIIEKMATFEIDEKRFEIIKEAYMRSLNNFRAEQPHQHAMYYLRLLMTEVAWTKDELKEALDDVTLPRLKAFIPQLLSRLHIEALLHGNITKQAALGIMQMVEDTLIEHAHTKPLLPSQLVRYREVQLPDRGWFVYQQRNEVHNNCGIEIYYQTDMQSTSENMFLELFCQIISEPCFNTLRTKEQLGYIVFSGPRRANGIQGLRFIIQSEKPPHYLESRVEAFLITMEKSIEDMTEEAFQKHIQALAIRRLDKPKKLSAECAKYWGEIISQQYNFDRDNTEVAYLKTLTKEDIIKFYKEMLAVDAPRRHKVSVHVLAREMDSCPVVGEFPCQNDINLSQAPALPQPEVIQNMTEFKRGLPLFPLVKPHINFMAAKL
MEKK2wt PB1 HTS = raises or lowers MEK5 binding to wildtype human MEKK2 PB1 domain. bead flow cytometry, Alexa488-MEK5 binding to MEKK2 WT; actives lie on both sides. binding response (% of control), % at 10 µM. 290,000 compounds, 1.1% hits; in the data active means binding response below about 67% or above about 130%
MEKK2 mut-MEK5 = signal of MEK5 binding to mutant human MEKK2 PB1 domain | bead flow cytometry, Alexa488-MEK5 binding to MEKK2 mutant | 290,000 compounds, 0.35% hits | percent response, % at 10 µM | AID 1530; in the data active means percent response above about 24%, passing the limit was not always enough; further: inactives centre near 1; some results filed as inactive read as strong as hits; reference of the scale not given here
pCIP destab = lowers stability of the mouse p/CIP coactivator protein. Q05BA5. AID 1984. decrease of EGFP signal, % at 10 µM. F442A p/CIP-EGFP cells, EGFP fluorescence, 16 h. 290,000 compounds, 0.01% hits;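 active means EGFP signal decrease of at least 30% at 10 µM or well 3 SD below plate mean, unless failing retest; inactive means the rest, including hits failing retest or dose response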; further: some compounds called inactive have numbers as strong as hits; many of its hits are not listed in these tables
NALP1 inh = inhibitors of NALP1 inflammasome in yeast | S. cerevisiae NALP1/ASC/caspase-1 growth, X-gal OD620, 72 h | inhibition, % at 10 µM | 280,000 compounds, 0.61% hits | AID 2071; in the data active means inhibition mostly above about 24%, no sharp cut-off; inactive means mostly below about 32%; further: some compounds called inactive have numbers as strong as hits
IDE inh = inhibitors of human insulin-degrading enzyme in cells; P14735; HEK cells, FAbetaB cleavage, fluorescence polarization; inhibition, % at 5.59 µM; 320,000 compounds, 0.41% hits; AID 434962;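 active means percent inhibition above the average of all tested compounds plus 3 SD, set per screening campaign, cut at about 16% in these data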;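 further: IDE supplied by intact live HEK cells; FP after avidin binding of uncleaved biotin substrate so inhibition keeps polarization high; 0% = DMSO wells and 100% = 60 µM reference IDE inhibitor Ii1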
An asterisk follows results filed as active; nt = no result given; & = joins results of further samples. The list is partial, so the mix of outcomes need not match the whole.

Results follow in this order: SUMO HTRF inh	MEKK3 PB1 HTS	PfM18AAP inh	IDE cell activ	MEKK2wt PB1 HTS	MEKK2 mut-MEK5	pCIP destab	NALP1 inh	IDE inh
> CNC(=O)N(C1=NCCCCC1)c1ccc(Br)cc1
 : 10	129*	3	5	103	0	-6	32	-6
> CCc1cc2c(=O)n(-c3ccc(C)cc3)cnc2s1
 : 29	97	3	6	103	8	-7	22	-5
> COc1ccc(-c2noc(CNC(=O)c3ccoc3C)n2)cc1OC
 : -15	105	1	3	102	0	6	12	-1
> CN1CCN(C(=O)CC2(CC(=O)O)CCCC2)CC1
 : 18	110	3	-2	100	0	-2	15	-9
> O=C(Nc1nc2ccccc2s1)c1ccc([N+](=O)[O-])o1
 : 16	113	-5	5	115	15	-20	7	-5
> NC(=O)CC(NC(=O)Cc1ccc(Cl)cc1)c1ccc(NCc2ccccc2)c([N+](=O)[O-])c1 (stereo not given)
 : 7	106	nt	4	110	6	-22	nt	4
> COc1ccc(NC(=O)Cc2ccsc2)c(OC)c1
 : 1	98	2	-4	96	2	-6	-1	3
> CC(=O)OCCNc1cc(N2CCN(C)CC2)c2noc3c2c1C(=O)c1ccccc1-3
 : 0	87	2	8	94	7	-6	-34	nt
> COc1ccc(S(=O)(=O)Nc2nc3c(s2)CCCC3)cc1
 : -3	115	2	0	106	0	4	8	3
> Cc1ccc(-c2cc(C(=O)O)c3cc(Br)ccc3n2)s1
 : 0	98&97	0&-9	-1&0	97&96	1&3	-7	16	nt
> N=c1c(C(=O)NCc2ccco2)cc2c(=O)n3ccccc3nc2n1CCc1ccccc1
 : 41	88	5	-4	99	1	-19	2	5
> O=C(Sc1nnc(-c2ccccc2)o1)N1c2ccccc2Sc2ccccc21
 : -13	102	2	-1	96	-2	1	3	9
> CCOc1ccc(N2CC(O)=C(c3nc4ccccc4c(=O)[nH]3)C2=N)cc1
 : 4	102	3	4	102	0	-4	7	1
> Cn1cc(Br)c(C(=O)NC2CCCCCC2)n1
 : 19	100	-3	-2	99	0	-12	-11	nt
> O=C(Cn1ncc(N2CCOCC2)c(Cl)c1=O)c1ccc(Cl)cc1
 : 8	106	4	-1	104	2	-12	14	-1
> Nc1nc2c(s1)CCc1c-2cnn1-c1ccccc1
 : 49	100	-2	-12	96	3	-14	-1	3
> COCC1CCN(C(=O)c2cc(COc3cc(C)c(Cl)c(C)c3)on2)C1 (stereo not given)
 : 10	102	-8	-1	104	2	-7	14	-1
> O=C(Nc1cc(Cl)ccc1-n1cncn1)c1cc(S(=O)(=O)N2CCOCC2)ccc1F
 : 4	100	4	-2	105	6	-11	11	-5
> CSc1nc(-c2ccc(Cl)cc2)nn1S(=O)(=O)c1ccccc1
 : -19	107	-6	3	110	3	-4	3	2
> Cc1cc(C)cc(NC(=S)N2CCN(Cc3ccccc3)CC2)c1
 : 4	111	-1	-2	106	-5	-3	-2	-11
> Cc1nc2ccccn2c1C(=O)NN=C1C2CC3CC(C2)CC1C3
 : -4	102	0	-4	101	3	-11	23	4
> CC(O)[C@H]1CNC(=O)C(=O)N1CCc1cc(C(F)(F)F)cc(C(F)(F)F)c1 (stereo not given in full)
 : 13	91	nt	3	103	2	-5	nt	7
> CC(=O)Nc1ccc(S(=O)(=O)Nc2nccc(C)n2)cc1
 : 1	103	1	-2	102	13	1	4	-8
> CC(C)Oc1ccc(CCc2nnc(SCC(=O)O)n2-c2ccccc2)cc1
 : -12	97	4	-2	96	-2	12	-6	1
> CCN(CC(=O)Nc1ccc(NC(C)=O)cc1)C(=O)/C=C/c1c(C)nn(-c2ccc(F)cc2)c1C
 : 6	102	4	1	103	4	2	-3	5
> Cc1ccc(OCc2nc(C#N)c(NCc3ccco3)o2)cc1
 : 17	109	-1	3	104	2	-9	9	3
> COc1ccccc1OCCNC(=O)C(c1ccccc1)c1ccccc1
 : 9	94	5	4	91	-7	14	nt	-1
> Cc1cc(C)n2nc(C(=O)N3CCN(c4ccc([N+](=O)[O-])cc4)CC3)nc2n1
 : 8	83	6	-5	82	-9	-10	22	-2
> CC(=O)Cn1ncc(Br)c(Br)c1=O
 : 13	99	5	0	103	1	-18	-12	nt
> Cc1c(NC(=O)Nc2ccccc2)c(=O)n(-c2ccccc2)n1C
 : 4	98	12	2	95	3	-5	-6	nt
> CC1CC(=O)C2=C(C1)Nc1ccccc1SC2c1ccc(F)cc1 (stereo not given)
 : 10	130*	6	-5	106	1	2	24	2
> COc1ccc(NC2=CC(=O)CC(c3ccccc3)C2)cc1 (stereo not given)
 : 26	100	1	3	100	-6	-3	7	2
> Cc1cc2ncn(CCOc3ccccc3C#N)c2cc1C
 : -12	100	-14	-9	101	-2	-6	13	3
> CCn1c(C(O)c2cc(OC)ccc2OC)nc2ccccc21 (stereo not given)
 : 16	111	-13	1	109	12	-12	3	-5
> C#CCOc1ccc2ccccc2c1/C=C(/C#N)c1ccc(C(=O)O)cc1
 : 9	92	-10	5	93	-4	-9	17	1
> Cc1ccc([N+](=O)[O-])cc1N/C=C1\CCc2ccccc2C1=O
 : 15	96	2	3	100	-3	5	17	0
> CCOC(=O)c1cc(=O)c2c([N+](=O)[O-])ccc(OC)c2o1
 : 16	106	-8	-1	100	1	-11	28	-1
> NC(=O)c1ccc(NCC2CCCO2)c([N+](=O)[O-])c1 (stereo not given)
 : 19	97	-1	4	100	0	-16	8	-4
> CC(C)C[C@H]1CN=C(Nc2ccccc2)N1CCCC1CCCC1
 : 7	102	-10	7	117	11	-19	8	0
> COc1ccccc1NC(=S)NCCN1CCOCC1
 : -7	103	-1	-2	108	3	5	16	1
> Cc1ccc2c(c1)C(c1ccccc1)N(C(=O)c1ccccc1)CC(=O)N2 (stereo not given)
 : -3	100	7	0	97	-1	-6	2	-4
> CCOc1ccc(OCc2ccc(C(=O)NN)o2)cc1
 : -10	83	1	-3	90	-12	3	11	9
> Oc1c(C=C2N=c3ccccc3=N2)sc(=S)n1-c1ccccc1
 : 2	93	15	-1	76	-8	-7	-2	7
> Cc1cc(OCCCCCn2ccnc2)cc(C)c1Cl
 : 13	101	-1	2	121	14	-14	26*	-4
> CC1CCc2cc(F)ccc2N1C(=O)C1(C)CC1(Cl)Cl (stereo not given)
 : -6	111	-10	3	109	7	1	14	1

An excerpt from above in order of the SUMO HTRF inh value, smallest number first:
SMILES	SUMO HTRF inh
Oc1c(C=C2N=c3ccccc3=N2)sc(=S)n1-c1ccccc1	2
CC(C)C[C@H]1CN=C(Nc2ccccc2)N1CCCC1CCCC1	7
Cc1ccc([N+](=O)[O-])cc1N/C=C1\CCc2ccccc2C1=O	15

Further compounds.
Results follow in this order: SUMO HTRF inh	MEKK3 PB1 HTS	PfM18AAP inh	IDE cell activ	MEKK2wt PB1 HTS	MEKK2 mut-MEK5	pCIP destab	NALP1 inh	IDE inh
> CCOc1ccccc1CNC(=O)C1CCN(C(=O)N2CC(C)Oc3ccc(C)cc32)CC1 (stereo not given)
 : 5	103	-4	-3	101	3	-21	-5	1
> COc1cc(C2C=C(c3cccs3)Nc3ncnn32)cc(OC)c1OC (stereo not given)
 : 53*	104	25	-2	96	-7	-35	-3	nt
> COc1ccc(C(=O)c2cn[nH]c2-c2cc(C)ccc2O)cc1
 : 11	104	-5	2	109	4	1	-22	1
> O=C(Nc1ccc(Cl)c([N+](=O)[O-])c1)Nc1nc2ccccc2s1
 : -6	108	-8	nt	108	5	4	11	2
> CCCn1c(=S)[nH]c2cc(Cl)ccc21
 : -29	101	4	-1	96	-5	-5	nt	-1
> CCn1c2ccccc2c2cc(NC(=O)c3cccc([N+](=O)[O-])c3C)ccc21
 : -4	102	-3	-1	96	1	-4	37	-3
> CCn1ccc(C(=O)Nc2ccc3c(c2)CCC3)n1
 : 12	106	-8	1	108	7	-18	8	2
> COc1ccc(NC(=O)CSc2nnc(CNC(=O)COc3ccc(Cl)cc3)o2)cc1
 : 4	100	-2	0	91	-2	1	-8	0
> Cc1nc2ccc(S(=O)(=O)NCC(=O)NCCN3CCCCC3C)cc2s1 (stereo not given)
 : 15	98	0	6	96	-11	-1	11	7
> COc1ccc(C(=O)OC(C)C(=O)NC(C)CCc2ccccc2)c(OC)c1 (stereo not given)
 : -4	101	-1	4	97	-4	10	-17	6
> COC(=O)c1c(C)[nH]c(/C=N/Nc2ccccc2)c1C
 : 12	95	1	5	94	-7	9	-12	10
> CN1CCN(C2=NCCO2)CC1
 : 29	99	-5	2	101	4	2	12	nt
> Cn1c(=O)c(-[n+]2ccccc2)c([O-])c2ccccc21
 : 0	102	2	-8	106	3	8	7	-6
> O=C(c1ccc(F)cc1)C1CCN(C(=O)c2c(F)cccc2F)CC1
 : 5	106	-2	3	112	8	31	13	3
> O=C(CCN1C(=O)c2ccccc2C1=O)Nc1nc2ccccc2s1
 : 3	116	1	-3	102	0	-17	4	2
> CC(=O)C1C(c2ccc(Br)cc2)C2C(C)=NN=C2CC1(C)O (stereo not given)
 : -2	101	2	-1	112	16	2	23	-2
> O=C1CC(c2ccccc2)Cc2nc(NC3CC3)ncc21 (stereo not given)
 : 2	99	-2	2	83	-11	6	4	0
> O=C(CC(=O)c1ccccc1O)c1cccc(F)c1
 : -38	95	2	7	93	-7	-6	-3	1
> COc1ccc(O)c(/C=N/NC(=O)CCC(=O)Nc2cccc(C)c2)c1
 : 26	107	16	3	112	7	-3	-3	-4

Some of the entries so far, bar-delimited.
canonical_smiles | SUMO HTRF inh | MEKK3 PB1 HTS | PfM18AAP inh | IDE cell activ | MEKK2wt PB1 HTS | MEKK2 mut-MEK5 | pCIP destab | NALP1 inh | IDE inh
O=C(Cn1ncc(N2CCOCC2)c(Cl)c1=O)c1ccc(Cl)cc1 | 8 | 106 | 4 | -1 | 104 | 2 | -12 | 14 | -1
CCOc1ccc(OCc2ccc(C(=O)NN)o2)cc1 | -10 | 83 | 1 | -3 | 90 | -12 | 3 | 11 | 9

High-throughput results from PubChem.
